RORgamma inh – blocks mouse ROR gamma transcriptional activity | Drosophila S2 Gal4-RORgamma UAS-luciferase reporter, 20 h | 310,000 compounds, 5.4% hits | P51450 | Potency, µM (highest dose often 53.6 µM), for the others: at the highest dose activity change, negative = inhibition, hits mostly inhibitors; note: potency is the fitted concentration of half-maximal effect; % is set by controls: 0 for no effect and ±100 for the full control effect; nearly all actives have a fitted effect of over 60% in size
Target sequence (P51450 whole entry, looked up, the tested form may be a part): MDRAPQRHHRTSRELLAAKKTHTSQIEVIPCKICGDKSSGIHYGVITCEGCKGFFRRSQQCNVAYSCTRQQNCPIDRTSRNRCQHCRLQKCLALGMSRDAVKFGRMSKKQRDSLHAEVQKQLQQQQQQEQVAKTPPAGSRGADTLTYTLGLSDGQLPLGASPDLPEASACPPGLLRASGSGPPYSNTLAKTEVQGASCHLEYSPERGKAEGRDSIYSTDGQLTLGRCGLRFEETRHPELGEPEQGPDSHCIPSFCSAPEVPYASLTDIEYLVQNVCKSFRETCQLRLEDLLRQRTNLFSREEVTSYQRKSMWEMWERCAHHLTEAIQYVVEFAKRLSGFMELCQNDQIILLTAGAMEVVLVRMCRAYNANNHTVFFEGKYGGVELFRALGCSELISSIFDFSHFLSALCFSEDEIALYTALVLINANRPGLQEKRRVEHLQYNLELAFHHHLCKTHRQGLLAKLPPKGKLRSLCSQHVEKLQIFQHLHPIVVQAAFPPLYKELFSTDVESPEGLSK
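Schneider cells (Drosophila), stable Gal4 DBD–ROR gamma + UAS-luc; 1 hr cmpd preincubation; Cu2+ induction 700 uM final; 20 hr ambient; luminescence.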
BRCA1 expr up – increases BRCA1 expression. MCF7-BRCA1-FFLuc reporter, luminescence, 48 h; response scale: scaled: vehicle 0%, 10 µM genistein 100%. Potency, µM (top dose mostly 46.1 µM), without a hit: top-dose activation, actives largely listed as activators. 380,000 compounds, 1.1% hits; note: potency is the fitted concentration of half-maximal effect; nearly all actives have a fitted effect of over 80% in size; some results filed as inactive show a strong effect at the top dose
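MCF7 cells carrying a BRCA1-firefly luciferase reporter (2000 cells/well, phenol-red free MEM) were attached for 2 h at 37 °C, then given compounds for 48 h. Luminescence was read 15 min after luciferase reagent; activity normalized to genistein (10 microM) and DMSO.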
FLuc counter – firefly luciferase modulation, counter-screen for miR-21 project. P08659. AID 588342. Potency, µM (highest dose often 57.5 µM), for the others: at the top dose activity change, negative = inhibition, actives largely listed as inhibitors. purified FLuc, Km substrates, luminescence inhibition. 360,000 compounds, 6.9% hits;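 note: potency is the fitted concentration of half-maximal effect; plate controls were vehicle for no effect and reference inhibitor for full effect; nearly all actives have a fitted effect of over 55% in size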
Target sequence (P08659 whole entry, looked up): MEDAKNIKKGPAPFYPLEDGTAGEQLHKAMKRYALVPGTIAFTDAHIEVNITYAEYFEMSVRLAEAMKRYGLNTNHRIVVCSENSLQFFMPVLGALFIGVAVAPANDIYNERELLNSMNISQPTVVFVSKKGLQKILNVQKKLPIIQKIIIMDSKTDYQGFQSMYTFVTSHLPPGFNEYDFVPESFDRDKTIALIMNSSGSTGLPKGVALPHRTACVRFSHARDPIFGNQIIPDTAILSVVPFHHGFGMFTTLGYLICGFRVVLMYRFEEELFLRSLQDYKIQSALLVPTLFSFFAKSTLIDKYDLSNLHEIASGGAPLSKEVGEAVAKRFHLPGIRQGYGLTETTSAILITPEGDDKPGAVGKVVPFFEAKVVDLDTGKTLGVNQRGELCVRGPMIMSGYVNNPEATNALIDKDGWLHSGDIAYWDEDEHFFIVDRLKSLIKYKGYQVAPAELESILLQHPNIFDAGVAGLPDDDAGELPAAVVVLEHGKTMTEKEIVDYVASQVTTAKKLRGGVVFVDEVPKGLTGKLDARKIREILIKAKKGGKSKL
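Purified P. pyralis luciferase (10nM final) with 10uM D-luciferin and 10uM ATP (Km levels) in 50mM Tris acetate pH 7.5, 10mM Mg acetate, 0.01% Tween-20, 0.05% BSA; qHTS 6-point titration, ~60 µM downward; luminescence read.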
p53 reactivator – restores transcriptional activity of mutant p53; AID 504706; H1299 p53-A138V BP100-luciferase reporter, luminescence, 24 h; 320,000 compounds, 0.063% hits; Potency, µM (top dose mostly 92.2 µM), for the others: at the highest dose activity change, positive = activation, hits mostly activators; note: potency is the fitted concentration of half-maximal effect; % of control where 0% means no effect; nearly all actives have a fitted effect of over 45% in size
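H1299 (p53-null), stable ts p53-A138V + BP100-Luc; 1000 cells/well, Opti-MEM/10% FBS; cpd 4 pt, 1:5; 24 h, 37 deg C, 5% CO2; detection reagent 10 min RT; luminescence.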
Menin-MLL TR inh – inhibitors of human menin-MLL interaction, mutant MLL peptide; O00255; Menin + Texas Red MLL mutant peptide, fluorescence polarization; Potency, µM (series often up to 61.6 µM), for the others: at the top dose FP activity change, negative = inhibition, actives largely listed as inhibitors; 270,000 compounds, 0.23% hits; active = well fitted inhibition curve with a large enough effect in the polarisation, with a control signal flat, not every such curve was filed as active; inconclusive = small, poorly fitted or top-dose-only effect, or effect the other way, or a change in a side signal; inactive = no such curve, though single readings can be large or run the other way; the % refers to the polarisation; note: potency is the fitted concentration of half-maximal effect; % of control where 0% means no effect; many of its hits are not listed in these tables
ELG1 genotox – induces genotoxicity in HEK293T cells with luciferase-tagged ELG1. HEK293T ELG1-luciferase reporter, luminescence, 16 h. Potency, µM (top dose mostly 46 µM), for the others: at the highest dose activity change, positive = activation, most hits filed as activators. 330,000 compounds, 1.3% hits; note: potency is the fitted concentration of half-maximal effect; % of control where 0% means no effect; nearly all actives have a fitted effect of over 60% in size
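Genotoxic stress is detected as increased luminescence from luciferase-tagged ELG1 in HEK293T cells, measured with ONE-Glo after a 16 hr treatment at 37 °C.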
PKM2 act – increases activity of human pyruvate kinase M2 | purified PKM2, Kinase-Glo ATP luminescence, activation; response scale: 0% is enzyme alone, no compound | 260,000 compounds, 0.34% hits | Potency, µM (titrated, usually from 57.5 µM), for the others: top-dose activation, most hits filed as activators | AID 1631 | P14618; note: potency is the fitted concentration of half-maximal effect; % is set by controls: 0 for no effect and ±100 for the full control effect; nearly all actives have a fitted effect of over 55% in size
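Purified hPK-M2 (>95%) run at intermediate activity with 0.1 mM ADP and 0.5 mM PEP in 50 mM imidazole pH 7.2, KCl, MgCl2; 1 h room temperature. ATP formed read by Kinase-Glo luminescence; normalized to uninhibited and no-enzyme controls.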
Giardia killer – Giardia lamblia killing. Giardia lamblia trophozoite viability. AID 540267. 340,000 compounds, 0.15% hits. activity change, % at 7.66 µM, hits read low; in the data active = activity change below about -80%; inconclusive = between about -30% and that limit;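 note: parasites exposed to compound for two days anaerobically before the ATP read; % is set by controls: 0 for no effect and ±100 for the full control effect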
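ATP-content bioluminescence gauges trophozoite survival. Cells (100/well) receive compound and incubate anaerobically for 48 hrs at 37 deg C; detection reagent follows for 15-30 min at room temperature.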
Gal4-VP16 FLuc – Gal4-VP16 reporter inhibition counter-screen; Drosophila S2 Gal4-VP16 UAS-luciferase, luminescence, 20 h; Potency, µM (series often up to 53.6 µM), for inactives: at the highest dose activity, negative = inhibition, actives largely listed as inhibitors; 310,000 compounds, 3.5% hits; AID 2546;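 note: Gal4-VP16 expression switched on by copper sulfate through the metallothionein promoter; potency is the fitted concentration of half-maximal effect; % is set by controls: 0 for no effect and ±100 for the full control effect; nearly all actives have a fitted effect of over 50% in size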
NPC1 promoter act – activates the NPC1 promoter. Potency, µM (series often up to 9.22 µM), without a hit: top-dose activation, most hits filed as activators. 320,000 compounds, 2.4% hits. Huh7 NPC1 promoter luciferase reporter, 24 h;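 note: potency is the fitted concentration of half-maximal effect; % of control where 0% means no effect; nearly all actives have a fitted effect of over 60% in size; reporter is driven by a mutant NPC1 promoter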
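NPC1 promoter–luciferase Huh7 cells; 24 h compound; luminescence.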
Rab9 promoter act – activates the Rab9 promoter | 320,000 compounds, 2.8% hits | Huh7 Rab9 promoter-luciferase reporter, luminescence, 24 h | AID 485297 | Potency, µM (top dose mostly 9.22 µM), without a hit: at the highest dose activation, negative = inhibition, actives largely listed as activators; note: potency is the fitted concentration of half-maximal effect; % of control where 0% means no effect; nearly all actives have a fitted effect of over 60% in size
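Cell-based reporter: Huh7 stable for Rab9 promoter-driven luciferase, plated in reduced-serum medium with 10% FBS at 1500 cells/well, compound-treated 24 h at 37 °C, luminescence read after 10 min reagent.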
* hit, by the source's call; ? = inconclusive; . = no result given; & = joins results of further samples; [ ] = dose if it differs, or a comment. Unless noted, calls come from the whole dose curve; as a rule, active = well fitted curve in the direction sought with a large enough effect; inconclusive = small, poorly fitted or top-dose-only effect, or another doubt; inactive = no such curve, though single readings can be large; an effect the other way counts as inactive or inconclusive. The list is partial. The share of hits here may be higher or lower than overall.

SMILES	RORgamma inh	BRCA1 expr up	FLuc counter	p53 reactivator	Menin-MLL TR inh	ELG1 genotox	PKM2 act	Giardia killer	Gal4-VP16 FLuc	NPC1 promoter act	Rab9 promoter act
O=C(NC1CCCCC1)c1ccc(S(=O)(=O)N2CCCC2)cc1	13%	4%	5%	-7%	2%	0%	3%	-24	0%	-1%	-5%
CCNc1nc(NCC)n2c(SC(C(=O)Nc3cc(C)ccc3OC)c3ccccc3)nnc2n1 (configuration not stated)	31%	-73%	3%	-14%	-5%	-4%	-4%	4	-2%	-3%	0%
COc1ccc(C(=O)COC(=O)c2cccnc2Cl)c(OC)c1	6%	23%	11µM*	?	?	21µM*	0%	31[activator]	-19%	21%	2.2µM*
CC1(C)Cc2c(c(-c3ccco3)nc3sc4c(NCC5CCCO5)ncnc4c23)CO1 (configuration not stated)	-9%	-40%	2%	-19%	-10%	2%	16%	57[activator]	-19%	-3%	-3%
CSCCC(NC(=O)c1ccccc1Br)C(=O)NCC(C)(C)N1CCOCC1 (configuration not stated)	.	-16%	0%	3%	.	-5%	.	-11	.	0%	0%
O=C(CCC(=O)N1CCSc2ccccc21)Nc1ccc(F)cc1	-36%	-12%	0%	.	16%	3%	9%	19	3%	-2%	2%
COc1ccc(C2=NN(C(=O)CCC(=O)O)C(c3cccs3)C2)cc1OC (configuration not stated)	-1%	16%	2%	1%	6%	2%	0%	-12	-3%	-1%	-7%
Cc1ccc(Oc2nc(CN3CCOCC3)nc3sc4c(c23)CCC(C)C4)cc1C (configuration not stated)	7.9µM*	-25%	2%	0%	?	-6%	-5%	-6	11µM*	-7%	1%
Cc1ccc2nc(NC(=O)C3CCCN3C(=O)OC(C)(C)C)sc2c1 (configuration not stated)	29%	15%	?	14%	5%	3%	-2%	13	-18%	1%	18%
O=C(CCNC(=O)c1ccc(Cl)cc1)NC1CCCCCC1	.	72%	?	?	.	5%	.	-25	.	8%	1%
Cc1ccc(S(=O)(=O)N2CCN(S(=O)(=O)c3ccc4c(c3)OCCO4)CC2)cc1	-13%	-4%&8%	0%	-11%	?	0%	?	6&-22	-3%	-1%	-3%
O=C(COC(=O)c1cccs1)NCC1CCCCC1	14%	7%	?	11%	0%	0%	.	0	-2%	-3%	10%
COCCN(C(=S)Nc1c(C)cc(C)cc1C)C(C)c1cccnc1 (configuration not stated)	?	-8%	-1%	12%	0%	0%	-6%	13	-5%	1%	-4%
COc1ccc(NC(=O)N(C2CCCCC2)C(C)c2cccnc2)c(OC)c1 (configuration not stated)	1%	-8%	1%	-7%	-24%	3%	0%	5	0%	0%	1%
O=C(Nc1cnn(Cc2ccc(F)cc2)c1)c1cnccn1	25%	49%	-11%	11%	-16%	7%	-8%	-1	-6%	8%	-4%
C=C(CCC(=O)c1ccccc1)C(=O)c1ccccc1	13µM*	-65%	17µM*	-27%	12%	-16%	2%	7	11µM*	-4%	-8%
NC(=O)CCNC(=O)c1ccc(Cl)cc1	-1%	5%	1%	-2%	-3%	1%	3%	-16	3%	0%	-2%
c1ccc2[nH]c(SCc3cn4ccccc4n3)nc2c1	-28%	96%	?	-2%	-8%	?	-32%	0	?	?	?
O=C(c1ccc(Cn2c(=O)[nH]c3ccccc3c2=O)cc1)N1CCN(c2ccccn2)CC1	8%	3%	2%	-7%	-12%	-6%	-6%	13	-2%	-1%	0%
O=C1C2CCCN2C(c2ccccc2)N1c1ccc(F)cc1 (configuration not stated)	-18%	0%	4%	?	-9%[11.7 µM]	-3%	-1%	-17	0%	0%	16%
Cc1[nH]c2ccccc2c(=O)c1CN1CCCCC1	-20%	-13%	-1%	-10%	1%	-4%	7%	-2	-3%	0%	0%
O=C(O)COc1ccc(NC(=O)c2ccc3c(c2)C(=O)N(C2CCCCC2)C3=O)cc1	-5%	14%	-1%	-5%	.	-3%	2%	4	-3%	1%	-2%
Cc1cccc(NC(=S)NC(C)C(c2ccccc2)N2CCN(C)CC2)c1C (configuration not stated)	11µM*	-20%	0%	?	-15%	0%	-10%	-5	-8%	-5%	-1%
COc1ccc(NC(=O)Cc2c[nH]c3ccccc23)cc1S(=O)(=O)N1CCOCC1	-13%	-28%	-1%	2%	9%	-2%	3%	1	4%	-4%	1%
CS(=O)(=O)N(CC(=O)N1CCN(Cc2ccccc2)CC1)c1ccc2c(c1)OCCO2	-13%	-3%	0%	-4%	.	-6%	-1%	4	-2%	-1%	4%
C=CCN(c1ccccc1)S(=O)(=O)c1cccc(C(=O)NCC(c2ccccc2OC)N2CCCC2)c1 (configuration not stated)	.	-17%	9%	5%	.	-7%	.	-23	.	-8%	-4%
Cc1ccc(S(=O)(=O)Nc2ccccc2C=Nc2cccc(C)c2C)cc1	28%	-40%	4%	7%	-6%	-8%	-1%	-10	-21%	0%	-2%
O=C(COc1ccccc1-c1ccccc1)N/N=C/c1cccnc1	1%	-56%	-10%	-2%	10%	-12%	-2%	-9	-9%	-13%	4%
COc1cccc(N2C(=O)N(c3ccccc3Cl)C3CS(=O)(=O)CC32)c1 (configuration not stated)	11%	-9%	2%	6%	-11%	0%	0%	-4	2%	-1%	-4%
CCCCOC(=O)c1ccc(NC(=O)CN2C(=O)NC3(CCCCCC3)C2=O)cc1	.	-25%	?	4%	.	-1%	.	26	.	0%	-3%
CCOc1ccc(CCNC(=O)c2cnc(C)cn2)cc1OCC	16%	-10%	6%	-3%	.	4%	0%	-12	1%	-3%	0%
O=C(C1CCCCC1)N1CCCc2ccccc21	6%	-16%	-18%	10%	-15%	1%	0%	9	-2%	1%	-4%
COc1ccccc1CNC(=O)[C@H](C)NC(=O)C1CCN(C(=O)[C@@H](N)C(C)C)CC1	0%	1%	2%	11%	-1%	-1%	-2%	7	-2%	-2%	-2%
O=C(Nc1ccc(N2CCCCC2)cc1)c1ccc([N+](=O)[O-])o1	?	-68%	1.5µM*	-11%	?	6.5µM*	-11%	-85*	?	0.5µM*	2.5µM*
COc1ccc(NC(=O)CN(c2ccccc2C)S(C)(=O)=O)c(OC)c1	-19%[1.91 µM]	-10%	4%	.	17%	0%	-1%	-3	16%	-2%	1%
CC(=O)NCCSc1ccc(S(=O)(=O)N2CCCC2)cn1	.	1%	3%	-2%	.	1%	.	-12	.	0%	-2%
O=[N+]([O-])c1cccc(-c2cn3nc(-c4ccccc4)c(-c4ccccc4)nc3n2)c1	30%	-3%	1%	-2%	.	-1%	-1%	-24	21%	-5%	2%
O=C(Cc1ccc(F)cc1)N/N=C/c1ccc(-c2ccc(Cl)c(C(=O)O)c2)o1	11%	2%	?	-1%	-4%	-1%	2%	-9	1%	-1%	-2%
Cn1c(C(=O)O)c(S(=O)(=O)c2ccc(Cl)cc2)c2ccccc21	0%	34%	1%	1%	27%	0%	.	-7	-3%	4%	-1%
NS(=O)(=O)c1ccc(NC(=O)CCCCCN2C(=O)c3ccccc3C2=O)cc1	.	-3%	1%	0%	.	-3%	.	0	.	0%	-4%
COc1cc(C(=O)NC(CCSC)C(=O)OCC(=O)NC(=O)C2CCCCC2)cc(OC)c1OC (configuration not stated)	3%	30%	2%	-3%	-10%	4%	0%	8	-3%	1%	7%
NC(=O)NCCC1=CCCCC1	0%	5%	7%	0%	2%	-1%	1%	3	7%	-5%	0%
COc1ccccc1CN1CCCC(C(=O)N2CCCCC2)C1 (configuration not stated)	14%	-17%	0%	-1%	.	-4%	4%	-9	10%	-3%	-7%
CCOC(=O)C1[C@H]2C(=O)N(C(C)c3ccc(OC)cc3)C[C@]23C=C[C@H]1O3 (some centres not stated)	4%	-2%	-1%	0%	-5%	3%	-2%	-14	11%	1%	6%
COc1ccc(CCNC(=O)C(=O)Nc2ccc3nc4n(c(=O)c3c2)CCCCC4)cc1OC	39%	42%	?	-3%	.	-6%	-6%	12	-4%	6%	15%
N#CC/C(N)=N/Nc1nc2ccccc2nc1Cc1ccccc1	0%	-38%	1%	14%	?	-4%	.	15	-3%	3%	1%
O=C(CSc1nnnn1-c1ccc(F)cc1F)Nc1ccccc1F	?	-11%	3%	28%	28%	-3%	2%	23	-5%	0%	5%
CCCO/N=C1/C(=O)N(c2ccccc2)c2ccccc21	11%	-12%	?	1%	-3%	1%	-9%	?	-14%	2%	5%
CCOC(=O)c1[nH]c(COC(=O)CCCOc2ccccc2)c(C(=O)OCC)c1C	-25%	-10%	6%	-3%	5%	0%	-1%	-20	-1%	-4%	2%
